From PubChem BioAssay
HTR5A inv ag – HTR5A inverse agonists in luminescence cell assay, primary screen, counter-screen for OPRM1-OPRD1 heterodimer inverse agonist project, full-deck HTS; 5-hydroxytryptamine receptor 5A (Homo sapiens), P47898; inhibition, % at 9.3 µM; hit rate 0.083% among 340,000; HTR5A cell line, inverse agonism; in the data active means inhibition mostly above about 23%, no sharp cut-off; inactive means mostly below about 18%;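 further: 0% = cells with DMSO and 100% = no-cell wells with DMSO; some compounds called inactive have numbers as strong as hits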
HTR5A ag ctr – HTR5A agonists in luminescence cell assay, primary screen, counter-screen for OPRM1-OPRD1 heterodimer agonist project, full-deck HTS | 5-hydroxytryptamine receptor 5A (Homo sapiens), P47898 | cell-based | activation, % at 9.3 µM | hit rate 0.61% among 340,000 | AID 504692, 2011; in the data active means activation mostly above about 9.5%, no sharp cut-off; inactive means mostly below about 7.6%;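 further: 0% = cells with vehicle only and 100% = reference agonist; strong numbers were not always called active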
PKA-R2B activ – activators of PKA-R2B holoenzyme, primary screen, biochemical, fluorescence polarization, Cy5-IP20, human; cAMP-dependent protein kinase catalytic subunit beta (Homo sapiens) + cAMP-dependent …; hit rate 0.079% among 340,000; activation, % at 11.4 µM; PKA-R2B holoenzyme dissociation; R2B truncated from residue 108, S112A mutant; 0% DMSO only, 100% 113 µM cGMP;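 active means activation above a cutoff set at the mean over all compounds plus 3 SD, cut at about 18% in these data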;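 further: higher means more holoenzyme dissociation and a rise in polarization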
Target sequence (P31323 whole entry, looked up, other chains not shown, the tested form may be a part): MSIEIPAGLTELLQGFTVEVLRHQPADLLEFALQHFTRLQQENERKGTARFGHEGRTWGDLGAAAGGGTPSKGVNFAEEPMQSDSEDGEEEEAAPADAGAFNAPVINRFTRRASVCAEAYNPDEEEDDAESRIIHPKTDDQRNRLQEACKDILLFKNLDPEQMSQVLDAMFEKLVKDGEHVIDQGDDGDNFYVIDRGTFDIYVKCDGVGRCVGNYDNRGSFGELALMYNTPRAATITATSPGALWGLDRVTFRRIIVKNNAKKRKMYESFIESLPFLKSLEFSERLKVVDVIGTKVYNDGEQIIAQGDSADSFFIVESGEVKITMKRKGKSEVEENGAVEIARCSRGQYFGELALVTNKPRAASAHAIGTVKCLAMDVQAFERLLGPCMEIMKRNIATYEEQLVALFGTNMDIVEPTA
Tat export inh – E. coli Tat export inhibitors, primary screen, MC4100, TorA-mCherry reporter, fluorescence, single point | hit rate 0.036% among 340,000 | AID 488895, 2010 | inhibition, % at 10 µM;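 active means mean replicate inhibition at least 50% and at least half of replicates individually reaching 50%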;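 further: exported cargo escapes ClpAP degradation while cytoplasmic cargo is degraded and loses fluorescence; 0% = median of neutral control wells and 100% = median of NaSCN control wells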
PKA-R1A activ – activators of PKA-R1A holoenzyme, primary screen, biochemical, fluorescence polarization, Cy5-IP20, bovine R1A, mouse PKAc; PKA-R1A dissociation; scaled: DMSO 0%, 113 µM cGMP 100%; activation, % at 11.4 µM; hit rate 0.083% among 340,000;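 active means percent activation above the mean of all tested compounds plus 3 SD, cut at about 19% in these data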;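 further: higher means more PKAc released from R1A so a rise in polarization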
Ecoli viability – E. coli V3065 growth inhibition, primary screen, counter-screen for AddAB inhibitor project, absorbance, OD600; AID 449728, 2010; inhibition, % at 11.9 µM; hit rate 0.27% among 330,000; 18 h;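 active means inhibition above the campaign's mean inhibition across all tested compounds plus 3 SD, cut at about 9.9% in these data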;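 further: uninfected addAB+ strain grown without phage in ampicillin broth; 0% = DMSO wells and 100% = ciprofloxacin 0.95 µg/ml wells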
phage Ecoli inh – growth loss of phage-infected E. coli, primary screen, RecBCD inhibitor project, absorbance, with phage, HTS. AID 651602, 2012. inhibition, % at 11.9 µM. hit rate 0.26% among 360,000; in the data active means inhibition above about 11%
AddAB inh – growth inhibition of E. coli expressing H. pylori AddAB, primary screen, AddAB inhibitor project, absorbance | inhibition, % at 11.9 µM | hit rate 0.29% among 330,000 | AID 435030, 2010; in the data active means inhibition above about 12%;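 further: 0% = vehicle wells of infected cells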
Mot1-301 SUMO – yeast Mot1-301 growth rescue at high temperature, primary screen, SUMOylation pathway inhibitor project, S. cerevisiae, ATP luminescence, 38.5C. S. cerevisiae Mot1-301 growth rescue; percent above DMSO median, 100 means doubled. growth rescue, % at 18.8 µM. hit rate 1% among 320,000. AID 2716, 2010;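 active means every valid replicate shows activation above 250% relative to neutral control wells; inactive means the rest, any valid replicate at or below 250%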;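 further: OY570 slx delta 5 strain wells were the positive control but not used for scaling; some compounds called inactive have numbers as strong as hits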
CDK5 inh – inhibitors of human CDK5/p35 kinase, primary screen, biochemical, single concentration | hit rate 0.01% among 330,000 | AID 488839, 2010 | inhibition, % at 10 µM | Recombinant CDK5/p35, ADP-Glo luminescence, 60 min | Cyclin-dependent kinase 5 (Homo sapiens) + Cyclin-dependent kinase 5 activator 1 (Homo …;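 active means highest replicate inhibition of at least 50% and at least 75% of replicates reaching 50%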;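 further: plate controls were DMSO neutral control for no effect and GW8510 at 10 µM for full effect; many of its hits are not listed in these tables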
Target sequence (Q00535 whole entry, looked up): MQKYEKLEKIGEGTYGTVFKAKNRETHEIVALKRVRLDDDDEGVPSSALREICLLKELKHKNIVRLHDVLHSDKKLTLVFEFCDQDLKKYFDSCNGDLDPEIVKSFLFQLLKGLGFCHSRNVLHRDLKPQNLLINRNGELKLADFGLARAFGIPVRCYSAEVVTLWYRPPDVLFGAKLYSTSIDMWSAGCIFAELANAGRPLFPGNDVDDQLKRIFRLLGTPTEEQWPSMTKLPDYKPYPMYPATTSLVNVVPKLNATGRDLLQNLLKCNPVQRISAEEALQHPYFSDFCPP
Target sequence (Q15078 whole entry, looked up): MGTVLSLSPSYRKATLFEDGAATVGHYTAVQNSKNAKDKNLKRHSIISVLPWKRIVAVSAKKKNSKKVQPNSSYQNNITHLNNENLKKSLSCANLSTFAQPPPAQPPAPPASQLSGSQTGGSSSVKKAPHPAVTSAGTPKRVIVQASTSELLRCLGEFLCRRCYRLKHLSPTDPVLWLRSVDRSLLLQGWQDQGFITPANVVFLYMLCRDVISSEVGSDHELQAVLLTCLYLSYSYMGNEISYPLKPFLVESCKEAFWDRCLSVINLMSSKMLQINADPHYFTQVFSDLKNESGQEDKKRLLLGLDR
DAGLB inhibitor – DAGLB lipase inhibitors, primary screen, biochemical, fluorescence, HTS | inhibition, % at 5.17 µM | hit rate 0.059% among 340,000 | HEK293T DAGLB membrane lysate, EnzChek fluorogenic substrate | Diacylglycerol lipase-beta (Homo sapiens), Q8NCG7; in the data active means inhibition above about 34%;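 further: 0% = enzyme with vehicle and 100% = wells lacking enzyme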
* = called active by the depositor; i = inactive; / = not tested or not shown. Rows are unselected; overall some 2.3% were active at least once.

Start of the data: the first 2 compounds as a preview:
SMILES | HTR5A inv ag | HTR5A ag ctr | PKA-R2B activ | Tat export inh | PKA-R1A activ | Ecoli viability | phage Ecoli inh | AddAB inh | Mot1-301 SUMO | CDK5 inh | DAGLB inhibitor
Cc1cccc(C)c1NC(=O)C1CCN(S(C)(=O)=O)CC1 | 0 | 0 | -3 | 21 | -7 | 0.8 | 0.7 | 0.8 | 2 | -2.7 | 3
Cc1ccc(S(=O)(=O)N(C)c2ccc(C(=O)N3CCN(Cc4ccc5c(c4)OCO5)CC3)cc2)cc1 | -5 | 2 | -6 | 8 | -10 | 2.1 | 3.5 | 0.7 | -1 | 4.4 | 1

The whole of this part, previewed entries included:
SMILES | HTR5A inv ag | HTR5A ag ctr | PKA-R2B activ | Tat export inh | PKA-R1A activ | Ecoli viability | phage Ecoli inh | AddAB inh | Mot1-301 SUMO | CDK5 inh | DAGLB inhibitor
Cc1cccc(C)c1NC(=O)C1CCN(S(C)(=O)=O)CC1 | 0 | 0 | -3 | 21 | -7 | 0.8 | 0.7 | 0.8 | 2 | -2.7 | 3
Cc1ccc(S(=O)(=O)N(C)c2ccc(C(=O)N3CCN(Cc4ccc5c(c4)OCO5)CC3)cc2)cc1 | -5 | 2 | -6 | 8 | -10 | 2.1 | 3.5 | 0.7 | -1 | 4.4 | 1
CC[C@]12c3[nH]c4cc(CCC(=O)N(C)C)ccc4c3CCN1C(=O)[C@@H](CC(=O)NCCCOC)C[C@@H]2C(=O)N1CCN(C(=O)C2CC2)CC1 | -10 | 3 | -3 | -16 | -6 | -0.7 | 1.5 | 0.6 | / | 1.3 | 1
CCCc1cc(Nc2cccc(OCC)c2)n2ncnc2n1 | -19 | 0 | -26 | 25 | -7 | 1.4 | 4.6 | 1.8 | 223 | 2.2 | 1
C=CCOc1ccc(CN(C)CC(=O)Nc2ccccc2[N+](=O)[O-])cc1 | 0 | 0 | -9 | 10 | -7 | -0.5 | 1.2 | -1.4 | 1 | 2.0 | -9
COc1ccc(CNC(=S)Nc2ccc(-c3ccccc3)cc2)cc1 | -7 | 2 | -14 | -8 | -4 | -1.0 | -0.3 | 3.2 | -9 | 1.8 | -4
O=C(CNC(=O)c1ccco1)OCC(=O)c1ccc2ccccc2c1 | 2 | -3 | 0 | 0 | 13 | 0.9 | 2.9 | 0.2 | 133 | 1.0 | -1
COCC(=O)N1CCc2ccc(NC(=O)c3ccccc3Cl)cc2C1 | -14 | 5 | 6 | -9 | -7 | -1.4 | 2.9 | 1.9 | i | -2.1 | 0
C=CCNC(=S)Nc1ccc(N2CCOCC2)c(S(=O)(=O)Nc2ccccc2Cl)c1 | 9 | -3 | -6 | -4 | -22 | 0.2 | 0.6 | 0.1 | 1 | -0.7 | 3
COC(=O)C1=C(O)/C(=C\c2ccc(OCC(=O)Nc3ccccc3)cc2)N=C1C | 10 | -3 | -1 | -7 | -1 | -1.4 | -0.9 | 4.6 | -17 | -1.8 | 1
Cc1c(C(=O)O)sc(S(=O)(=O)N2CCN(C(=O)CCc3ccccc3)CC2)c1C(=O)O | -7 | 3 | -14 | 2 | -6 | / | 1.3 | / | / | 3.2 | -2
C[N+](C)(C)CCCCCC(=O)/C=N/O | 0 | 0 | -2 | 1 | 6 | -2.5 | 1.2 | 1.5 | 3 | 1.4 | 0
COc1ccc(NC(=O)Cn2cnc3c(oc4nc5c(cc43)COC(C)(C)C5)c2=O)cc1 | -43 | 10 | 0 | -2 | -6 | 3.6 | 3.2 | 0.2 | -5 | -1.3 | -5
COc1cccc(N(CC(=O)NCCSc2ccccn2)S(C)(=O)=O)c1 | 11 | 3 | 0 | 29 | -4 | -0.8 | 3.2 | 1.9 | -2 | -7.1 | 4
COc1ccc2nc(NC(=O)C(NS(=O)(=O)c3cccc4nsnc34)C(C)C)sc2c1 (stereo not given) | -28 | 11 | 5 | -5 | -4 | 1.7 | 3.6 | 0.3 | 1 | 1.0 | 9
C/C(Cc1ccccc1)=N\NC(=O)c1ccc(F)cc1 | 7 | -2 | 5 | -7 | -11 | -1.2 | 0.3 | -0.2 | 83 | -0.3 | 0
CC1CCCC(C)N1C(=O)CSc1nc(N)cc(N)n1 (stereo not given) | -4 | 2 | 1 | -1 | 0 | 2.1 | 1.7 | 1.5 | 28 | -2.1 | 1
O=C(c1ccc2ccccc2n1)N1CCN(S(=O)(=O)c2ccc(Cl)cc2)CC1 | -13 | 4 | -10 | 0 | 6 | 0.9 | 1.6 | 0.3 | -10 | -0.1 | -1
COc1ccc(C2CC(c3ccccc3)=NN2c2ccc(S(N)(=O)=O)cc2)cc1OC (stereo not given) | -7 | 2 | -15 | -5 | -13 | -1.5 | 3.9 | 1.5 | -16 | 1.7 | 2
CC(C)(C)OC(=O)C[C@@H]1C/C=C\C[C@@H](CC(=O)N(CCO)Cc2ccccc2)C(=O)N[C@H](Cc2ccccc2)COC1=O | 8 | -2 | 8 | -1 | 12 | -2.3 | 0.0 | -1.9 | 22 | -0.3 | 0
O=C(CSc1nnc(-c2ccc(S(=O)(=O)N3CCCC3)cc2)n1CC1CCCO1)NC1CC1 (stereo not given) | -21 | -1 | 13 | -4 | 5 | -0.2 | 3.6 | -0.1 | -3 | -1.2 | -4
CC(=O)Oc1cccc(N2C(=O)c3ccc(C(=O)Nc4cccnc4)cc3C2=O)c1 | 7 | 6 | -10 | -6 | -9 | -2.9 | 4.4 | -3.4 | 16 | -2.6 | -2
CN(Cc1ccccc1)C(=O)c1ccccc1NC(=O)C1CC1 | -24 | 2 | -5 | 3 | 6 | -2.3 | 0.1 | -1.3 | 20 | -1.6 | 4
CC(=O)c1ccc(N2Cc3ccccc3/C2=N\C(=O)Nc2ccccc2)cc1 | -17 | 5 | -2 | 4 | -11 | 2.4 | -0.5 | 2.4 | -1 | 0.4 | -1
O=C(C1=COCCO1)N1CCN(S(=O)(=O)c2cccc(Br)c2)CC1 | -23 | 10 | 0 | 1 | -15 | -1.2 | 0.8 | 1.9 | 6 | -0.1 | 0
The listing continues:
SMILES | HTR5A inv ag | HTR5A ag ctr | PKA-R2B activ | Tat export inh | PKA-R1A activ | Ecoli viability | phage Ecoli inh | AddAB inh | Mot1-301 SUMO | CDK5 inh | DAGLB inhibitor
O=Cc1cccn1-c1ncc(Br)cn1 | -5 | 2 | -6 | -6 | -7 | -1.3 | 0.5 | -0.5 | 87 | 0.4 | 0
CCn1cc(C(=O)N2CCCC2)c(=O)c2cc(S(=O)(=O)N(C)C)ccc21 | 15 | -6 | 6 | -4 | -9 | -1.5 | 2.6 | -1.1 | -9 | 1.4 | 1
O=C(COC(=O)CC1CC2CCC1C2)Nc1ccc(Cl)c(S(=O)(=O)N2CCOCC2)c1 (stereo not given) | -1 | 0 | 4 | 14 | 9 | -1.2 | 3.0 | -0.2 | 10 | 0.9 | -3
Cc1ccc(N2CN(Cc3cccnc3)CNC2=S)c(C)c1 | 11 | -4 | -9 | -3 | 14 | -2.2 | 5.6 | -1.9 | -6 | 3.1 | -1
O=C1CC(C(=O)Nc2ccc(Cl)c(Cl)c2)S/C(=N\N=C\c2ccco2)N1 (stereo not given) | -7 | 1 | -7 | -6 | 11 | 2.0 | 0.8 | 0.3 | -6 | -0.5 | 5
COc1cccc(C(=O)Nc2nnc(S(=O)(=O)N3CCCCC3)s2)c1 | -38 | 13 | 10 | 2 | -3 | -0.9 | 1.0 | -1.4 | -13 | 0.0 | 1
COc1ccccc1C1CCN(C(=O)c2cccs2)CC1 | / | / | / | 6 | / | 0.7 | -0.9 | 4.8 | -1 | 0.1 | /
Nc1ccc(C(=O)NN2C(=O)[C@H](Cl)C2c2ccc(Cl)cc2)cc1 (stereo not given in full) | -4 | 1 | -3 | 0 | 5 | / | 3.1 | / | / | -6.2 | -1
O=C(CN(c1cccc(C(F)(F)F)c1)S(=O)(=O)c1ccc(Cl)c([N+](=O)[O-])c1)NCc1ccccc1 | 24 | -1 | 1 | -6 | -2 | -1.1 | 1.5 | 1.1 | -2 | -0.2 | -5
CCOc1ccccc1NC(=O)Cn1c(=O)n(-c2ccc(OC)cc2OC)c(=O)c2c(C)c(C(=O)N(CC)CC)sc21 | 19 | -4 | -4 | 3 | -6 | 0.6 | 0.5 | 0.8 | / | 0.7 | 0
CC(=O)OC1CC(C)(C)N(OC(=O)c2ccc(N)cc2)C(C)(C)C1 | 2 | -1 | -11 | -5 | 2 | 0.7 | -0.8 | 0.8 | 8 | -0.3 | 1
Cc1nc2ccc(S(=O)(=O)N(C)CC(=O)NCCc3ccccc3)cc2s1 | -14 | -2 | -6 | -1 | -7 | 0.2 | -1.3 | 2.6 | -13 | / | 2
CCOC(=O)c1[nH]c(C)c(CCC(=O)OC)c1C | 7 | -2 | 0 | 0 | -3 | 0.1 | 1.5 | -0.7 | 3 | -0.7 | 2
CCn1c(=O)c(C(=O)CN2CCOCC2)c(N)n(Cc2ccccc2)c1=O | -17 | 4 | 2 | -36 | 4 | -1.8 | 0.3 | 0.5 | -5 | -0.2 | -1
O=C(Nc1ccccc1Oc1ccsc1C(=O)O)c1ccccc1F | -4 | 1 | -3 | -1 | -16 | -1.1 | 1.5 | 0.1 | -3 | 3.4 | -1
COc1ccccc1NC(=O)N(Cc1ccco1)Cc1cc2cc(C)cc(C)c2[nH]c1=O | -5 | -2 | -5 | -2 | -8 | 0.9 | 1.8 | 3.1 | -6 | 0.2 | 2
Cc1nc2ccc(S(=O)(=O)NCC(=O)N(C)Cc3ccco3)cc2s1 | -14 | -6 | -9 | -4 | 7 | -1.4 | 2.1 | 1.9 | -17 | 1.0 | 0
Cc1cc(C)c(NS(=O)(=O)c2ccccc2)c(C)c1 | -7 | 2 | -6 | 9 | -2 | / | 1.2 | / | / | 1.1 | -4
Cc1cccc(Nc2ncnc3ccccc23)c1 | -16 | 1 | -14 | -3 | -3 | 1.6 | 5.2 | 0.5 | 0 | -2.5 | 1
N#CCc1ccc(Oc2ncc(C(F)(F)F)cc2Cl)cc1 | -11 | 4 | 1 | -5 | 1 | 1.3 | 3.6 | 3.3 | 19 | 0.1 | -1

Part of the list above, with two lines to a compound:
Values in the order – HTR5A inv ag	HTR5A ag ctr	PKA-R2B activ	Tat export inh	PKA-R1A activ	Ecoli viability	phage Ecoli inh	AddAB inh	Mot1-301 SUMO	CDK5 inh	DAGLB inhibitor
- Cc1cccc(Nc2ncnc3ccccc23)c1
    -16	1	-14	-3	-3	1.6	5.2	0.5	0	-2.5	1
- O=C(Nc1ccccc1Oc1ccsc1C(=O)O)c1ccccc1F
    -4	1	-3	-1	-16	-1.1	1.5	0.1	-3	3.4	-1
